Source: PubChem (National Center for Advancing Translational Sciences (NCATS))
USP1 inh: USP1/UAF1 (human) deubiquitinase inhibition | recombinant USP1/UAF1, Ub-Rhodamine cleavage fluorescence | Potency, µM (doses to about 57.1 µM), inactives show at the highest dose activity change, negative = inhibition, usual class: inhibitors | 390,000 compounds, 0.23% hits | AID 743255; note: % is set by controls: 0 for no effect and ±100 for the full control effect; nearly all actives have a fitted effect of over 60% in size; inactives centre near -12
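In this screen, compounds sit with the deubiquitinase complex (1nM) for 15 min at room temperature before Ub-Rho is added at 150nM final. Fluorescence rise is then followed for 6 reads every 60 seconds.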
ALOX12 inh: inhibitors of human 12S-lipoxygenase ALOX12; 580,000 compounds, 1.1% hits; purified 12hLO, xylenol orange hydroperoxide absorbance; Potency, µM (doses to about 108 µM), for the others: top-dose activity change, negative = inhibition, actives largely listed as inhibitors; AID 1671190; note: % is set by controls: 0 for no effect and ±100 for the full control effect
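Purified human 12hLO (150 nM final) in 25 mM Hepes, 0.01% Triton X-100, pH 7.0 was preincubated 15 min at room temperature with compound. Then 40 uM arachidonic acid was added, 30 min. Hydroperoxide was read by Fe-XO absorbance ratio 573/405 nm.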
Vif-APOBEC3F blk: blocks the Vif interaction with APOBEC3F | HeLa A3F-eYFP + Vif (tagged APOBEC3F with the HIV-1 protein that degrades it), YFP fluorescence increase | Potency, µM (top dose mostly 46.1 µM), for the others: at the highest dose activity, negative = active | 390,000 compounds, 0.2% hits | AID 602313; note: % of control where 0% means no effect; nearly all actives have a fitted effect of over 65% in size
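HeLa cells stably expressing A3F-eYFP plus Vif, plated and incubated overnight at 37 deg C, then exposed to compounds overnight at 37 deg C. Blocked degradation read as raised yellow fluorescence (Ex 488/Em 500-530).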
IDH1 R132H inh: blocks human mutant IDH1 R132H enzyme; O75874; IDH1-R132H enzyme, NADPH consumption, diaphorase/resazurin fluorescence; Potency, µM (highest dose often 76.6 µM), without a hit: at the top dose activity change, negative = inhibition, actives largely listed as inhibitors; 390,000 compounds, 0.093% hits; AID 602179; note: % is set by controls: 0 for no effect and ±100 for the full control effect; nearly all actives have a fitted effect of over 65% in size
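IDH1-R132H (0.5 ug/mL dispensed) in pH 7.5 Tris buffer was preincubated 30 min with compound, then given a substrate mix of 0.016 mM NADPH and 2 mM alpha-KG for 80 min at room temperature; remaining NADPH was read by diaphorase/resazurin fluorescence.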
RGS4 inhibitor: human RGS4 inhibition; Potency, µM (highest dose often 114 µM), inactives show at the top dose activity change, negative = inhibition, hits mostly inhibitors; 390,000 compounds, 0.039% hits; Transcreener GDP fluorescence polarization, RGS4-accelerated GTP hydrolysis; note: % is set by controls: 0 for no effect and ±100 for the full control effect; nearly all actives have a fitted effect of over 75% in size; some results filed as inactive show a strong effect at the top dose
Target sequence (P49798 whole entry, looked up): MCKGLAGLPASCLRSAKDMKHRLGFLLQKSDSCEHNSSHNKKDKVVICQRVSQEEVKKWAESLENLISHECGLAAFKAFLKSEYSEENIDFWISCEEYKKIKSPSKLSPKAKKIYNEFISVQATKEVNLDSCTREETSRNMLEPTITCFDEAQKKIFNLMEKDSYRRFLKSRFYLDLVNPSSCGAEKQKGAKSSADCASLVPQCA
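MLSMR compounds (23 nl, pin-transferred) preincubated 10 min at room temperature with a 500nM (2x) first reagent, then RGS4 at 900nM (2x) plus Transcreener GDP mix added; fluorescence polarization (620/688 nm) read before and after 90 min at 30 °C.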
Vif-APOBEC3G blk: inhibitors of Vif-APOBEC3G interaction; Q9HC16; AID 602310; HeLa A3G-eYFP + Vif (tagged APOBEC3G with the HIV-1 protein that degrades it), YFP fluorescence, overnight; 410,000 compounds, 0.076% hits; Potency, µM (doses to about 46.1 µM), inactives show at the top dose activity, negative = active, most hits filed as inhibitors;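 note: % is set by controls: 0 for no effect and ±100 for the full control effect; nearly all actives have a fitted effect of over 60% in size; hits raise eYFP signal because A3G escapes Vif-driven loss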
Target sequence (Q9HC16 whole entry, looked up): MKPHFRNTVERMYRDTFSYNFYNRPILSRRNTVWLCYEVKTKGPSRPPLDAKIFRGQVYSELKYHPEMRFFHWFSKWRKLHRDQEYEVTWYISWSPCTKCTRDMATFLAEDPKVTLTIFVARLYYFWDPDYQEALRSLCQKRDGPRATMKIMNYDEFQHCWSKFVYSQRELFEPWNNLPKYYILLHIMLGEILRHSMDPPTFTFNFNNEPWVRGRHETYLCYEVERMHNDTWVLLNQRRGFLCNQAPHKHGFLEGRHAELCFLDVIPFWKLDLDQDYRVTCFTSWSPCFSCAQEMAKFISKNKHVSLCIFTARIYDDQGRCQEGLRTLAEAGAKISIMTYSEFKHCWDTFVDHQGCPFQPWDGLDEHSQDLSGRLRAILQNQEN
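Read-out is eYFP fluorescence (Ex 488/Em 500-530) from Vif-expressing HeLa A3G-eYFP cells; more signal means A3G escaped Vif-mediated degradation. Cells plated overnight, compound pinned in, incubated overnight at 37 deg C.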
RXFP1 agonist: agonists of human relaxin receptor RXFP1; Q9HBX9; 370,000 compounds, 0.3% hits; Potency, µM (series often up to 57.5 µM), without a hit: top-dose activation, usual class: activators; HEK293T-RXFP1 cAMP TR-FRET, 30 min; response scale: percent of porcine relaxin response, buffer zero; note: % is set by controls: 0 for no effect and ±100 for the full control effect; nearly all actives have a fitted effect of over 60% in size; many of its hits are not listed in these tables
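cAMP rise read by TR-FRET after 30 min, 37C compound exposure (up to 58 uM) in RXFP1-transfected HEK293 cells with Ro 20174 present. EC50 from Hill-equation fits, with 29 nM porcine relaxin as 100% and buffer as basal.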
TrxR1 substrate: rat thioredoxin reductase 1 substrate activity; purified TrxR1 substrate turnover, NADPH consumption readout; Potency, µM (doses to about 114 µM), for inactives: at the top dose activity change, negative = substrate turnover; 390,000 compounds, 0.01% hits; AID 588456; note: % is set by controls: 0 for no effect and ±100 for the full control effect; nearly all actives have a fitted effect of over 50% in size
Target sequence (O89049 whole entry, looked up): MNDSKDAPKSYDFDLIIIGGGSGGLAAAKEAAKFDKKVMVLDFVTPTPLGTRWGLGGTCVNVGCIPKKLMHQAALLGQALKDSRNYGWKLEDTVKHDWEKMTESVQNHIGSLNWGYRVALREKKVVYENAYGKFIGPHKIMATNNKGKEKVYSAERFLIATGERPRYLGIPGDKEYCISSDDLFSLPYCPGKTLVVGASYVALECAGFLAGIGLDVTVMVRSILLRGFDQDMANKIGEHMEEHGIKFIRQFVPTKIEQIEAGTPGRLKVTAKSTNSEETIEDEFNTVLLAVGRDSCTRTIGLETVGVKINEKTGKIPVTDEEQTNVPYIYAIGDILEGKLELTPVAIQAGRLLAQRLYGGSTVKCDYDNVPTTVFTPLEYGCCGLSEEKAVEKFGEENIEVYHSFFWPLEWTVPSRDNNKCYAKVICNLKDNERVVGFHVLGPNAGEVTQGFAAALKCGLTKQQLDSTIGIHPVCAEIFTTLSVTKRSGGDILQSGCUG
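Rat TrxR1, dispensed at 90 nM, was prereduced with 400 uM NADPH (final) for 5 min at ~22 deg C, then incubated with compound 15 min before 400 uM selenite. A first-read NADPH fluorescence drop versus no-compound background flagged substrates.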
TrxR1 inh: blocks rat thioredoxin reductase 1. O89049. recombinant rTrxR1, NADPH fluorescence consumption, selenite substrate. Potency, µM (series often up to 114 µM), without a hit: top-dose activity change, negative = inhibition, most hits filed as inhibitors. 390,000 compounds, 1% hits. AID 588453; note: % is set by controls: 0 for no effect and ±100 for the full control effect; nearly all actives have a fitted effect of over 65% in size
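Rat TrxR1 (90 nM in the dispensed reagent) was pre-reduced with 400 uM NADPH for 5 min at room temperature, then incubated with compound for 15 min. After 400 uM selenite was added, NADPH fluorescence (Ex 340/Em 450 nm) was followed for 8 min.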
An asterisk follows results filed as active; u = inconclusive; x = not tested or not shown; & = joins results of further samples; ! = a repeat was not active; [ ] = another dose, or the depositor's remark. Calls come from the whole dose curve; as a rule, active = well fitted curve in the direction sought with a large enough effect; inconclusive = small, poorly fitted or top-dose-only effect, or another doubt; inactive = no such curve, though single readings can be large; an effect the other way counts as inactive or inconclusive. Potency is the fitted concentration of half-maximal effect. Some of the compounds tested. The share of hits here may be higher or lower than overall.

smiles | USP1 inh | ALOX12 inh | Vif-APOBEC3F blk | IDH1 R132H inh | RGS4 inhibitor | Vif-APOBEC3G blk | RXFP1 agonist | TrxR1 substrate | TrxR1 inh
CCC(C)NS(=O)(=O)c1ccc(OCC(=O)N2CCN(CC)CC2)cc1 (stereo unspecified) | -7% | -7% | -8% | 3% | 21% | 1% | -2.8% | -9% | -13%
Oc1cc(Cl)ccc1Oc1ccc(Cl)cc1Cl | u | u | 4% | 6% | -2% | -9% | x | 1% | 19%
COP(=O)(OC)C(NC(=O)c1ccc(C)cc1)C(Cl)(Cl)Cl (stereo unspecified) | -2% | -8% | u | 13% | 12% | -1% | -0.2% | 5%[57.1 µM] | 24%[57.1 µM]
CN(C(=O)CN1CC=C(c2ccccc2)CC1)c1c(N)n(Cc2ccccc2)c(=O)[nH]c1=O | -25% | 4% | -11% | -6% | 5% | -4% | 3.1% | -6% | -6%[57.1 µM]
COC(=O)C1=C(c2ccc(S(C)(=O)=O)cc2)C[C@@H]2CC[C@H]1N2C(=O)NC(C)C | -29% | 12% | -15% | 6% | -9% | 1% | x | 1% | 20%
CC(C)c1cccc(C(C)C)c1O | -18% | -2% | -7% | -1% | 6%[56.9 µM] | 4% | x | 5%[57.1 µM] | 7%[57.1 µM]
COc1ccc(CCn2c(O)c(/C=N/N3CCOCC3)c(=O)[nH]c2=O)cc1OC | -16% | 0% | 7% | 22% | 36% | 0% | -0.5% | 3% | 19%
N#Cc1cc2c(nc1SCC(=O)Nc1cccc(F)c1)C1CCN2CC1 | -15% | -10% | 2% | 5% | -11% | 1% | -2.3% | -2% | 5%
COc1ccc(NP(=O)(Nc2ccc(OC)cc2)Oc2ccccc2)cc1 | -9% | -39% | 4% | -3% | 2% | -4% | 0.4% | 3% | 2%
c1ccc2c(CNC3CCCCC3)c[nH]c2c1 | -13% | -2% | 1% | 1% | 4% | -21% | -0.1% | 3% | 6%
Oc1cc2c(cc1O)[C@H]1c3ccccc3CN[C@@H]1CC2 | x | x | x | x | x | -7% | -3.1% | -4% | -31%
CCOC(=O)c1cc2c(cn1)[nH]c1ccccc12 | u | -13%&1%&-1% | -2% | 8% | -1% | 1% | 4.0% | -1% | 1%
Cc1cc(NCCN)nc2ccccc12 | -17% | u | 4% | 6% | 1% | -2% | -0.5% | 0% | -11%
C=CCn1c(O)c(C(C)=NC2CC2)c(=O)[nH]c1=O | 2% | 3% | x | 4% | 4% | -4% | 0.3% | 8% | 18%
CCN(C(=O)Oc1ccccc1)c1ccc(C(O)(C(=O)OC)C(F)(F)F)cc1 (stereo unspecified) | -23% | -13% | -1% | 2% | 11% | -2% | 0.5% | 4% | 12%
COc1ccc(CCN(C)Cc2c(F)cccc2F)cc1OC | -13% | 25% | -10% | -9% | -16% | 6% | 1.2% | 4% | 12%
COc1cc(/C=C2/C(=O)NC(=O)N(c3ccc(C)cc3)C2=O)cc(OC)c1OC | -12% | u | 1% | 25% | u | -3% | 2.2% | 9% | u
Cc1nc2ccccc2c2c1C(=O)N(Cc1cccnc1)C2=O | u | 0% | -1% | 9% | -4% | 0% | 7.4% | -9% | 0%
CCOC(=O)CNC(=O)N1Cc2ccccc2-n2nncc2C1 | -9% | u | -5% | -6% | x | 0% | x | x | x
CC1(CCl)CN1S(=O)(=O)c1ccccc1 (stereo unspecified) | -31% | 0% | 3% | 0% | 19%[11.4 µM] | -6% | 13% | 5% | 11%
CCCCc1nc2ccccc2c(=O)n1-c1ccccc1[N+](=O)[O-] | -14% | 0% | -8% | -1% | 3% | 0% | 2.1% | 9%[57.1 µM] | -2%[57.1 µM]
O=C1NCCOC(=O)[C@H](Cc2ccc(F)cc2)CC/C=C/C[C@H]1CC(=O)N(CCO)Cc1ccccc1 | -12% | -26% | -4% | -5% | 1% | 4% | x | -2% | 10%
CN1CCC(C)(O)C2CCCCC21 (stereo unspecified) | -13% | -9% | -2% | 6% | 14% | 3% | -0.8% | 8%[57.1 µM] | 9%[57.1 µM]
CC(=O)c1c(C)n(CCCOC(C)C)c2ccc(O)cc12 | -4% | 15% | 1% | 1% | 6% | 1% | 0.1% | -1% | 16%
COc1ccc([N+](=O)[O-])cc1N=Cc1c(O)n(CCc2ccccc2)c(=O)n(C(C)C)c1=O | -22% | -12% | -38% | 2% | -29% | -20% | 1.3% | 9%[57.1 µM] | 24%[57.1 µM]
COC(=O)c1cn(S(=O)(=O)c2ccccc2)c2ccccc12 | -13% | 0% | u | -14% | -1% | -14% | 1.9% | -7% | 7%
CC(=O)Nc1cc(C(=O)N2CCC3(CC2)OCCO3)ccc1S(=O)(=O)c1ccc(C)cc1 | -7% | 39%[activator] | -8% | -1% | 11% | 6% | 2.4% | -2% | 10%
CCCCN1C(=N)C(CC)(CC)C(=O)NC1=O | -20% | -22% | 2% | 2% | 7% | 0% | -1.3% | 6%[57.1 µM] | 12%
Cc1cccc(N=Cc2c(O)n(-c3ccccc3C)c(=O)[nH]c2=O)c1 | -15% | -24% | -3% | 7% | -8% | -4% | 2.0% | -2%[57.1 µM] | -8%[57.1 µM]
O=Cc1c(C(=O)O)n(Cc2ccccc2F)c2ccccc12 | -12% | u | -4% | 8% | 1%[56.9 µM] | -6% | -6.6% | 5% | -6%
COc1cccc(O)c1CN1CCCC(C(=O)c2sccc2C)C1 (stereo unspecified) | -5% | 1% | 11% | 2% | 1% | 0% | 3.3% | 5%[57.1 µM] | 19%[57.1 µM]
O=C1NC(=O)C2(Cc3c(nc4ccccn4c3=O)N3CCCCCC32)C(=O)N1Cc1ccccc1 (stereo unspecified) | 4% | u | 6% | -16% | 34% | -1% | -1.4% | 1%[57.1 µM] | 14%[57.1 µM]

Four records drawn at random from those above:
smiles | USP1 inh | ALOX12 inh | Vif-APOBEC3F blk | IDH1 R132H inh | RGS4 inhibitor | Vif-APOBEC3G blk | RXFP1 agonist | TrxR1 substrate | TrxR1 inh
CC(=O)Nc1cc(C(=O)N2CCC3(CC2)OCCO3)ccc1S(=O)(=O)c1ccc(C)cc1 | -7% | 39%[activator] | -8% | -1% | 11% | 6% | 2.4% | -2% | 10%
COC(=O)c1cn(S(=O)(=O)c2ccccc2)c2ccccc12 | -13% | 0% | u | -14% | -1% | -14% | 1.9% | -7% | 7%
Cc1cccc(N=Cc2c(O)n(-c3ccccc3C)c(=O)[nH]c2=O)c1 | -15% | -24% | -3% | 7% | -8% | -4% | 2.0% | -2%[57.1 µM] | -8%[57.1 µM]
COc1ccc([N+](=O)[O-])cc1N=Cc1c(O)n(CCc2ccccc2)c(=O)n(C(C)C)c1=O | -22% | -12% | -38% | 2% | -29% | -20% | 1.3% | 9%[57.1 µM] | 24%[57.1 µM]

(cont.)
smiles | USP1 inh | ALOX12 inh | Vif-APOBEC3F blk | IDH1 R132H inh | RGS4 inhibitor | Vif-APOBEC3G blk | RXFP1 agonist | TrxR1 substrate | TrxR1 inh
COc1cc(NC(=O)CN2C3CCC2CC(O)(c2cccnc2)C3)cc(OC)c1 (stereo unspecified) | -5% | -2% | -7% | 13% | -13%[11.4 µM] | 0% | -0.4% | 9%[57.1 µM] | 17%[57.1 µM]
O=c1oc(Cl)c(Cl)c2ccccc12 | -19% | 8% | -17% | 12% | 11µM*! | 3% | -0.2% | 4%[57.1 µM] | 7.5µM*
COP(=O)(OC)C(NC(=O)/C=C/c1ccccc1)C(Cl)(Cl)Cl (stereo unspecified) | -12% | -11% | -1% | 14% | u | -3% | -2.6% | 2%[57.1 µM] | 19%[57.1 µM]
COC(=O)c1cc2c(s1)=NC=NP=2(N1CCOCC1)N1CCOCC1 | -14%&-2% | 17%&19% | 12%&1% | 4%&3% | -45%&20% | 1%&0% | -0.1% | 6%[57.1 µM] | 7%[11.4 µM]
C[C@H]1[C@@H](c2ccccc2)O[C@@H](c2ccccc2Br)N1C | -18% | u | 0% | 7% | -3% | -2% | 0.5% | 4%[57.1 µM] | 17%[57.1 µM]
Cc1ccsc1C(=O)C1CCCN(Cc2cccc(OCCO)c2)C1 (stereo unspecified) | -25% | 1% | -5% | 0% | 8% | 0% | 5.4% | 4% | -2%
O=c1[nH]c(=S)n(C2CC2)c(O)c1C=NCc1cccnc1 | -7% | x | -7% | -2% | 4% | 2% | 29% | -19% | -24%
CCOC(C(=O)OCCCN(CC)CC)(c1ccccc1)c1ccccc1 | -5% | 341%[activator] | -14% | 0% | -4%[11.4 µM] | 0% | 0.0% | -1%[57.1 µM] | 0%[57.1 µM]
COc1ccc(N2CCN(CCc3ccncc3)CC2)cc1 | -21% | -12% | -10% | -6% | -4% | -1% | -1.4% | 10% | 26%
COc1ccc(CC(=O)N(CCN(C)C)CC2CCCN(Cc3ccccc3F)C2)cc1 (stereo unspecified) | -6% | 0% | -3% | -1% | 9% | 0% | -0.3% | 0% | 1%
COC(=O)C(O)(c1ccc(N(C)C(=O)OC(C)C)cc1)C(F)(F)F (stereo unspecified) | -3% | 9%[57.4 µM] | -7% | 1% | 13% | -1% | -0.2% | 9% | 18%
COC(=O)CC(=O)c1ccc2c(c1)OCO2 | -13% | 1% | -8% | 2% | -9%&-12% | 0%&-5% | x | 6%&4% | 1%&-25%
